Screening results from PubChem BioAssay.
IEC-6 cytotox: counter-screen for KLF5 inhibitors: cytotoxicity in IEC-6 cells; IEC-6 cytotoxicity, luminescence viability; 290,000 compounds, 0.78% hits; AID 1825; inhibition, % at 5 µM; in the data active = inhibition above about 22%;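 also: 0% = plate median of test compound wells and 100% = cytotoxic reference compound wells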
AI-2 QS mod: Vibrio harveyi AI-2 quorum sensing modulation; Vibrio harveyi JMH597 AI-2 luminescence/OD600 ratio, 9 h; hits give low values; strain lacks LuxN and CqsS sensors; 0 = neutral-control median; activity change, % at 7.5 µM; 300,000 compounds, 0.4% hits; AID 2094; in the data active = activity change below about -75%, passing the limit was not always enough; inconclusive = no clear call, values can overlap the other calls;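 also: luminescence divided by OD600 gain over 9 h not by final OD600 alone; inactives centre near 13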
KLF5 inhibitor: suppresses KLF5 promoter-driven expression; DLD-1 KLF5 promoter-luciferase reporter, luminescence; inhibition, % at 5 µM; 290,000 compounds, 0.23% hits;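 active = inhibition above a per-plate limit of that plate's mean compound inhibition plus 3 SD, cut at about 60% in these data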;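 also: 0% = DMSO wells and 100% = LY294002 at 200 µM; higher means less KLF5 promoter-driven luciferase light; inactives centre near -14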
HSP90 inh: HSP90 refolding inhibition in rabbit reticulocyte lysate | luciferase refolding luminescence, 3 h | inhibition, % at 5.6 µM | 290,000 compounds, 0.91% hits | AID 1789;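 active = inhibition above the screen-wide mean plus 3 SD, computed separately per campaign, cut at about 16% in these data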;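 also: 0% = DMSO wells and 100% = 60 µM geldanamycin wells; inhibitors lower the luminescence because luciferase stays unfolded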
HSF1 inhib: HSF1 inhibition; activity change, negative = inhibition, % at 7.5 µM (by protocol); 300,000 compounds, 0.77% hits; NIH3T3-HGL HSE-luciferase, MG132-induced, luminescence 8 h; hits give low values;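 active = more than half of replicate wells show activity change below -50%, luminescence cut by over half; inconclusive = some wells, but at most half, below -50%; inactive = no replicate well below -50%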;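 also: luciferase reports HSF-1 transcriptional activity via heat shock element; 0% = median of DMSO wells and -100% = zero luminescence signal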
HSF-1 act: increases HSF-1 driven luciferase reporter signal; NIH3T3-HGL HSF-1 luciferase reporter, MG132, 8 h; 100% = twice DMSO control signal; activation, % at 9 µM; 300,000 compounds, 1.7% hits;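 active = mean replicate activation of at least 50% with a set share of replicates each reaching 50%; inconclusive = only one of those two conditions met; inactive = mean below 50% and too few replicates reaching it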;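 also: 0% = median of the neutral control wells and 100% = twice that signal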
HIF act: HIF pathway transcriptional activation. U2OS HRE-luciferase reporter, luminescence; normalized: DMSO 0%, desferrioxamine 100%. activation, % at 7.5 µM (by protocol). 300,000 compounds, 0.32% hits. AID 1910;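 active = mean activation of at least 10% of the iron chelator positive control signal, with at least half of replicates also reaching 10%; inconclusive = mean and replicate majority disagree about reaching 10%; inactive = mean and most replicates under 10%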
Platelet DG rel: platelet dense granule release activity; 300,000 compounds, 0.22% hits; human platelet-rich plasma, SFLLRN dense granule ATP release, luminescence; inhibition, %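 (compounds screened at 7.5 µM in platelet-rich plasma)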;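 active = mean replicate score, as percent of positive control, at or above 50; inconclusive = mean below 50 but at least one replicate at or above 50; inactive = mean and every replicate below 50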
HDAC3 inh: blocks human histone deacetylase 3. O15379. recombinant HDAC3, fluorogenic peptide/trypsin coupled, fluorescence. inhibition, % at 8.3 µM. 320,000 compounds, 0.15% hits. AID 2718; in the data active = inhibition above about 26%, passing the limit was not always enough; inconclusive = no clear call, values can overlap the other calls
Target sequence (O15379 whole entry, looked up): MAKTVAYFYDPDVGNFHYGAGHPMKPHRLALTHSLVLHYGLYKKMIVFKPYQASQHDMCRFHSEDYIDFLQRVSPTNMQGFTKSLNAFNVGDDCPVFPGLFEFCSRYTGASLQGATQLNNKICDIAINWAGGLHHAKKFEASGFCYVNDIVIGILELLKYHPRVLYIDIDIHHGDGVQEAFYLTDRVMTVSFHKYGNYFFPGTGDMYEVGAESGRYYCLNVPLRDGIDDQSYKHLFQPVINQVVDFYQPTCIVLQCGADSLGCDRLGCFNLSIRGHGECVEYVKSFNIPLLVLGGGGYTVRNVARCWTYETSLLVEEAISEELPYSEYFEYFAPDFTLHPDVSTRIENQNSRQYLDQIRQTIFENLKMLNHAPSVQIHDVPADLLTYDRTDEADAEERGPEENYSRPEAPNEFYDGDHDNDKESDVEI
aSyn 5UTR inh: 5' untranslated region of α-synuclein, MLPCN primary screen. inhibition, % (tested at 7.5 µM). 300,000 compounds, 0.82% hits. alpha-synuclein 5'UTR reporter, inhibitor activity; in the data active = inhibition above about 60%; inconclusive = no clear call, values can overlap the other calls;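 also: H4 neuroglioblastoma cells stably carrying SNCA 5'UTR luciferase fusion; 0% = DMSO wells and 100% = positive control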
The depositor's hits bear a star; ? = inconclusive; nt = no result given. Compounds were not picked by outcome, and some 5% of all compounds hit somewhere here.

The line under a structure holds: IEC-6 cytotox, AI-2 QS mod, KLF5 inhibitor, HSP90 inh, HSF1 inhib, HSF-1 act, HIF act, Platelet DG rel, HDAC3 inh, aSyn 5UTR inh
[1] O=C(CC(CC(=O)c1ccccc1)C(=O)O)c1ccccc1
  -5, 45, -15, 5, -6, 5, 0.2, 2, 1, -4
[2] COc1ccc(CN2CCN(Cc3cccc4nonc34)CC2CCO)c(C)c1C (centres undefined)
  9, -14, -9, -2, 9, 22, -0.6, -1, 7, 15
[3] O=C(O)C1CCN(c2ccc(S(=O)(=O)N3CCOCC3)cc2[N+](=O)[O-])CC1
  3, 16, 9, -5, 0, 0, -1.0, 10, 0, 8
[4] CCCCC(=O)O[C@]1(C(=O)CO)CC[C@H]2[C@@H]3CCC4=CC(=O)CC[C@]4(C)[C@H]3[C@@H](O)C[C@@]21C
  3, 19, -22, 3, -39, -46, -0.4, 1, 2, -14
[5] C=CCN(c1ccccc1)S(=O)(=O)c1cccc(C(=O)Nc2nc3ccccc3[nH]2)c1
  2, 6, -8, -4, 0, 1, 0.2, -9, 1, -8
[6] COc1ccc(OC)c(NC(=O)c2ccccc2N(C)S(=O)(=O)c2ccc(C)cc2)c1
  2, 17, -36, 1, 0, -1, 0.9, 6, -7, 9
[7] CCC(=O)Nc1ccc(C(=O)N/N=C/c2ccc([N+](=O)[O-])cc2)cc1
  -2, 8, -6, 1, 1, -7, -0.3, 7, nt, -14
[8] CCOc1ccc(/C(O)=C2\C(=O)C(=O)N(c3cc(C)on3)C2c2ccccc2OC)cc1 (centres undefined)
  3, 10, -31, 12, 4, 0, 0.1, 5, 5, 0
[9] Cc1cc(=O)[nH]c(N/N=C/c2c(C)oc3ccccc23)n1
  0, -3, -1, 1, 3, -9, 0.0, 5, 5, 12
[10] CCOC(=O)Cn1c(=O)sc2ccccc21
  1, 35, -6, 4, -3, 11, -0.2, -4, -8, 0
[11] COc1ccc(C(C)C)cc1S(=O)(=O)Nc1ccncc1
  3, 2, -18, 3, -2, 8, 0.1, 1, 6, -6
[12] O=C(N/N=C/c1ccc[nH]1)c1ccccc1OCc1ccccc1Cl
  -9, -4, -1, 0, -3, 1, 0.5, 4, 4, -1
[13] CN(C)S(=O)(=O)c1cccc(NC(=O)c2cnccn2)c1
  2, 11, -4, 3, 3, 0, 0.2, -3, 1, -12
[14] CCOC(=O)c1cnc(SCC#N)nc1N
  0, 17, -37, -1, -6, 8, 0.7, 7, 12, 8
[15] COC(=O)c1sc(-c2ccc(C(C)(C)C)cc2)cc1NC(=O)CSCC(=O)O
  -1, 12, -10, -5, 2, -7, -0.6, -1, 9, -16
[16] CN(C)C(CNC(=S)Nc1cccc(Cl)c1)c1ccccc1 (centres undefined)
  2, 8, -13, 3, 9, 8, -0.5, -5, 2, -5
[17] O=C(CCC(=O)N1CCN(C2CCCC2)CC1)Nc1nnc(C(F)(F)F)s1
  0, -3, -1, -4, -3, -12, 0.2, -1, -1, 4
[18] NC(=O)C1CCN(C(=S)NCCc2ccccc2)CC1
  -2, 18, -34, -3, 0, 4, 0.3, 5, 0, -3
[19] O=C1CC(C(F)(F)F)=NN1
  5, 21, 5, 6, -5, 5, -0.2, -1, -7, -13
[20] COc1ccc(C(=O)COc2ccccc2C(=O)Nc2ccccc2)cc1
  3, 20, 6, 0, 6, 17, 0.5, -55, -3, 9
[21] COc1ccccc1C(=O)N1CCN(Cc2cn[nH]c2-c2ccc(F)cc2F)CC1
  3, 3, -1, 1, -13, -13, -0.4, -1, -5, -16
[22] CS(=O)(=O)c1ccc(Cl)c(NC(=O)COC(=O)CNC(=O)c2ccccc2)c1
  3, 28, -4, 6, -5, 13, -0.2, 0, -6, -6
[23] CCOc1ccc(C2C(C#N)=C(N)N3C(=C2C#N)Sc2ccccc23)cc1 (centres undefined)
  nt, -2, nt, nt, 3, 10, 0.8, 10, 2, -24
[24] Cc1ccc(NC(=O)C2CCN(S(=O)(=O)c3cccc4nonc34)CC2)cc1
  2, nt, -1, 2, -3, 17, -0.5, -10, 3, -3
[25] O=C(CSc1nnc(-c2ccccn2)n1Cc1ccccc1)N1CCCC1
  -4, 7, -30, 8, -9, -5, -1.4, 7, -3, -1
[26] COCC(=O)NCCc1nc2ccccc2[nH]1
  2, 19, -5, -1, -2, -18, -0.3, -2, nt, 8
[27] COCCCNC(=O)c1ccccc1Oc1ccccc1
  2, -4, 5, 3, -4, 7, 0.1, -6, -3, 4
[28] CCOc1ccccc1N1CCN(CC(=O)Nc2nnc(CC)s2)CC1
  1, 51, -14, 2, -19, -30, -2.4, 2, 10, -5
[29] CC1=CCC2C(=O)N(c3ccc4ccccc4n3)C(=O)C2C1 (centres undefined)
  1, 10, 0, 4, -1, 4, -0.4, 1, 4, 9
[30] Cc1ccc(C)c(C(=O)N2CCC(n3nccc3NC(=O)C3CC3)CC2)c1
  -2, 25, -34, -1, -3, 12, -0.4, -2, -15, -8
[31] O=c1c(C=NCc2cccnc2)c(C(F)(F)F)[nH]n1-c1nc2ccccc2s1
  12, 33, -115, 42*, 2, 30, -1.1, 3, 6, 9
[32] Cc1cc(C(=O)Cn2cncn2)c(C)n1CCc1ccc(F)cc1
  1, 23, -8, 1, 13, 44, 0.4, 2, 3, 2
[33] CCOC(=O)CN(C(=O)CNC(=O)c1cccs1)C(C(=O)NC1CCCC1)c1ccncc1 (centres undefined)
  -3, 17, -30, -4, -1, 6, 1.0, 9, -2, -5
[34] COC(=O)C1CSc2[nH]c(=O)sc2C1c1ccc(OC)c(OC)c1 (centres undefined)
  -6, 20, -10, 5, -2, -5, -0.6, -1, 6, 10
[35] Cc1ccc(-c2ccc(SCC(=O)N3CCc4ccccc43)nn2)cc1
  -2, 20, -17, 0, 19, 29, 0.5, 4, nt, -27
[36] COC(=O)/C=C1\N/C(=N\c2nc(C)cc(C)n2)N(c2ccc(Cl)cc2)C1=O
  4, 24, -12, 4, 0, 18, -0.8, -1, 0, -16
[37] Cc1cc(OCC(=O)NC(Cc2ccc(Cl)cc2)C(=O)O)c2c(C)cc(=O)oc2c1 (centres undefined)
  -6, 25, -10, 5, -4, -17, -0.2, 0, -40, 16
[38] CCCCN1CCc2c([nH]c3ccc(C)cc23)C1=O
  -4, 3, -66, -6, 7, ?, 3.6, -1, -2, -171
[39] COC(=O)c1cc(NC(=O)Cc2ccccc2[N+](=O)[O-])cc(C(=O)OC)c1
  1, 25, -25, 3, -6, 10, -0.8, -7, 3, -2
[40] COc1cccc(CNC(=O)Cn2cccc2)c1
  0, 11, -2, -4, 3, -6, -0.3, 2, ?, 14
[41] CCOc1ccccc1C(=O)NC1CC2CCCC(C1)N2Cc1nnnn1Cc1ccco1 (centres undefined)
  9, 27, -6, 2, 10, 7, -1.3, 5, nt, 1
[42] Cc1ccc(NC(=O)NCCCc2ccccc2)cc1
  8, -5, -30, 2, 6, 19, nt, 3, 6, -90
[43] CCOC(=O)Cc1c(C)c2c(C)[nH]nc2oc1=O
  -4, 13, -13, 4, -1, 3, 0.1, -2, -11, 6
[44] O=C(NCC(c1ccco1)N1CCOCC1)c1ccc(F)cc1 (centres undefined)
  nt, 15, nt, nt, -1, 2, 1.8, 8, -7, 8
[45] CCc1cc(C(=O)N2CCN(c3ccccc3OC)CC2)sc1C
  1, nt, 7, -1, 6, 6, 1.2, 1, -5, -12
[46] Cc1cc(=O)n(C)c(=O)n1CCCCCCN1CCCC1
  5, 15, 0, -2, -15, -12, 0.1, 4, nt, 10
[47] O=c1cc(Cl)[nH]c(=O)n1Cc1ccccc1
  -1, 31, -3, 0, 1, -3, 0.1, -5, -9, -2
[48] Cn1ncc(Cl)c(Oc2ccccc2)c1=O
  3, 12, -6, 1, 3, 0, 0.0, 11, 0, 2
[49] Cn1c(=O)c(=O)n(C)c2cc(S(=O)(=O)NCc3ccc(Cl)cc3)ccc21
  1, 10, -19, -1, 1, 18, -1.1, -2, 4, -20
[50] CCc1cccc(NC(=O)COC(=O)/C=C/c2cccs2)c1
  nt, 4, nt, nt, -52*, -62, -0.2, -10, 8, -10

(more compounds)
The line under a structure holds: IEC-6 cytotox, AI-2 QS mod, KLF5 inhibitor, HSP90 inh, HSF1 inhib, HSF-1 act, HIF act, Platelet DG rel, HDAC3 inh, aSyn 5UTR inh
[51] NC(=S)N/N=C/c1ccc2c(c1)OCCO2
  4, 22, -46, 1, 0, -21, 2.1, -5, 8, -76
[52] COc1cccc(NC(=O)CN(C)C(=O)/C=C/c2cn(-c3ccccc3)nc2-c2ccc(C)cc2)c1
  nt, 6, nt, nt, 6, 17, 1.3, nt, 14, 6
[53] COc1ccc(OC)c(C2Nc3nc4ccccc4n3C(C)=C2C(=O)Nc2ccc(C)cc2C)c1 (centres undefined)
  -2, 21, -28, -3, 2, 6, 0.2, 3, nt, -58
[54] O=C(C1CCC1)N1CCc2cc(S(=O)(=O)N3CCN(c4ccccn4)CC3)ccc21
  3, 14, 2, 0, 25, 63*, -0.5, nt, 3, 22
[55] COC(=O)c1cc(OC)c(OC)cc1-n1cnc2cc(OC)c(OC)cc2c1=O
  -2, 29, 3, 4, -1, -2, 0.2, 1, -3, 21
[56] O=S(=O)(c1ccc(F)cc1)N1CCN=C1SCc1cccnc1
  3, 9, -17, 1, 8, 10, 0.4, -10, 1, 0
[57] Cc1nnsc1C(=O)N/N=C/c1c(F)cccc1Cl
  4, 15, -24, -6, -4, -1, 0.0, 1, 0, 22
[58] CCNC(=O)N1CCC(n2nccc2NC(=O)CCCc2ccccc2)CC1
  -4, 21, -28, -5, -7, -4, 0.4, -2, -8, 7
[59] COc1ccccc1C(=O)NC(CCSC)C(=O)NNC(=O)c1ccc(F)cc1 (centres undefined)
  7, 0, -23, 3, -8, -6, 0.4, 30, -1, 10
[60] O=C(NCc1ccc2c(c1)OCO2)C1CC(c2ccc(Cl)c(Cl)c2)=NO1 (centres undefined)
  -4, -6, -11, -1, -8, 3, -1.1, -3, -2, -7
[61] CCc1cc2c(=O)c(-c3nc4ccccc4n3C)c(C)oc2c(CN2CCCCC2)c1O
  5, 5, 0, 0, -4, -3, -1.6, 0, nt, -9
[62] C[C@H](NC(=O)[C@@H]1Cc2ccccc2CN1C(=O)OC(C)(C)C)C(=O)NC1CCCC1
  3, 8, -10, -3, -5, 0, 0.1, -5, -1, 1
[63] C=CCNCc1cc(=O)n2c(-c3ccccc3)csc2n1
  -2, 1, -10, -1, 3, 30, -0.7, -1, 1, 10
